CCT modulator: changes cytosolic chaperonin activity | purified chaperonin ATPase assay, HTRF ADP detection, 30 min | activity change, % (no concentration beside the values), hits read low | actives 0.3% (n = 360,000); in the data active = activity change below about -30%; also: % is scaled to controls: 0 for no effect and ±100 for the full control effect
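We incubate TRiC, 40 or 20 nM final, with library compounds at 76 uM and 10 uM ATP for 30 min at 37 °C. ADP formed is detected with Transcreener HTRF reagents after 30 min at room temperature.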
A549 tox: A549 cytotoxicity, counter-screen for Nrf2 inhibitors; A549 ARE-Fluc cells, CellTiter-Fluor viability, 18-24 h; Potency, µM (titrated, usually from 46 µM), for the others: at the top dose activity change, negative = cytotoxicity, actives largely listed as inhibitors; actives 0.16% (n = 390,000); AID 504648; also: potency is read from the fitted curve at half-maximal effect; % is scaled to controls: 0 for no effect and ±100 for the full control effect
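A549 ARE-Fluc cells in 5% FBS OPTI-MEM, 5000 cells/well, rested 2 h then exposed to compounds in concentration-response for 18-24 h at 37 °C. Viability by CellTiter-Fluor fluorescence (Ex 405/Em 525) after 30 min; luciferase luminescence (BugLite, 15 min, RT) read afterwards.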
MmCpn inh: inhibitors of Methanococcus maripaludis chaperonin (MmCpn) | purified Mm-Cpn ATPase, ADP Transcreener TR-FRET | Potency, µM (doses to about 76.9 µM), for inactives: at the top dose activity, negative = inhibition, actives largely listed as inhibitors | actives 0.031% (n = 330,000); also: potency is read from the fitted curve at half-maximal effect; % is scaled to controls: 0 for no effect and ±100 for the full control effect; nearly all actives have a fitted effect of over 80% in size
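Purified archaeal Mm-CPN (25nM final) preincubated 10 min at 37degC with compound, then 10uM ATP for 30 min at 37degC; ADP measured by HTRF Transcreener TR-FRET; buffer 30 mM TRIS pH 7.4, 100mM KCl, 5mM MgCl2, 1mM DTT.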
Abeta yeast res: compounds reversing amyloid beta toxicity in yeast; yeast expressing A-beta42, growth rescue, OD600, 48 h; response scale: 0% DMSO, 100% iron-clioquinol control; AID 1347071; actives 0.063% (n = 410,000); Potency, µM (highest dose often 46.1 µM), for the others: top-dose growth rescue, hits mostly activators; also: potency is read from the fitted curve at half-maximal effect; nearly all actives have a fitted effect of over 55% in size
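Yeast growth medium received pinned compounds, then yeast cells expressing toxic A-beta were added; plates incubated at 30 C for 48 hr. Growth read as absorbance at 600 nm, normalized to DMSO and equimolar FeCl3 plus clioquinol controls.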
Nrf2 inh: inhibitors of Nrf2 signaling | A549 ARE-Fluc reporter, luciferase luminescence, 18-24 h | Potency, µM (series often up to 46 µM), inactives show top-dose activity change, negative = inhibition, hits mostly inhibitors | AID 504444 | actives 2.1% (n = 360,000); also: potency is read from the fitted curve at half-maximal effect; % is scaled to controls: 0 for no effect and ±100 for the full control effect; nearly all actives have a fitted effect of over 60% in size
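Quantitative HTS in A549 cells stably bearing an antioxidant response element-firefly luciferase construct. Inhibition of Nrf2-driven transcription was scored by luminescence after 18-24 h of compound exposure at 37 °C.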
HepG2 tox: kills HepG2 cells in TGF-b inhibitor counter-screen. Potency, µM (titrated, usually from 46.1 µM), inactives show at the top dose activity change, negative = cytotoxicity, hits mostly cytotoxic. AID 588856. HepG2 CAGA-GFP viability, ATP luminescence, 18 h. actives 0.76% (n = 410,000); also: potency is read from the fitted curve at half-maximal effect; some results filed as inactive show a strong effect at the top dose
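HepG2 CAGA-GFP cells (1000/well, DMEM with 1% FBS) received compound, then TGF-beta at 500 pg/mL final, and were incubated 18 hours at 37 degrees C. Viability was read by CellTiter-Glo luminescence. Media-only wells were set as complete cell-killing and DMSO as no toxicity.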
Nrf2 ARE act: activates Nrf2 signaling | AREc32 ARE-luciferase reporter (MCF7-derived line), luminescence, 24 h | Potency, µM (highest dose often 46.1 µM), for inactives: top-dose activation, hits mostly activators | actives 0.31% (n = 410,000); also: potency is read from the fitted curve at half-maximal effect; % of control where 0% means no effect; nearly all actives have a fitted effect of over 65% in size
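ARE activation measured as luciferase luminescence (Steady-Glo, 30 min RT) in AREc32_Fluc cells after 24 hr compound exposure at 37 deg C, 5% CO2; cells seeded overnight at 1000/well in OPTI-MEM, 5% FBS.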
TGFb inhibitor: inhibitors of TGF-b signaling | HepG2 CAGA-GFP TGF-b/SMAD3 reporter, GFP fluorescence, 18 h; TGF-beta stimulated, 500 pg/mL final | Potency, µM (top dose mostly 46.1 µM), without a hit: at the top dose activity, negative = inhibition, actives largely listed as inhibitors | actives 1.2% (n = 410,000); also: potency is read from the fitted curve at half-maximal effect; % is scaled to controls: 0 for no effect and ±100 for the full control effect; nearly all actives have a fitted effect of over 65% in size
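HEPG2 CAGA-GFP, 1000 cells/well; 2 h settle, 37 C; cpd via pin tool; TGF-b 500 pg/mL final; 18 h, 37 C; GFP imaging ex488/em500-530; %Activity normalised to -TGF-b and +DMSO controls; CRC fit, curve class.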
Akt phos inh: blocks phosphorylation of Akt. Neuro2A IGF-stimulated pAkt S473 HTRF, 20 min; active compounds read low. activity change, % for hits at 50 µM. actives 0.32% (n = 360,000). AID 651550; in the data active = activity change below about -80%; inconclusive = mostly about -51% to -80%; also: % is scaled to controls: 0 for no effect and ±100 for the full control effect
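Neuro2A cells in DMEM with 0.5% FBS, overnight at 37 deg C, given compound at single 50 µM final, then IGF (6 nM final) for 20 min at 37 deg C. Lysed; phospho-Akt Ser473 by HTRF after 24 h, 665/615 ratio.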
Numbers without * were called inactive; i = inactive; ? = inconclusive; . = no result given; [ ] = remark or other dose. Unless noted, calls follow the shape of the dose curve; as a rule, active = well fitted curve in the direction sought with a large enough effect; inconclusive = small, poorly fitted or top-dose-only effect, or another doubt; inactive = no such curve, though single readings can be large; an effect the other way counts as inactive or inconclusive.

SMILES	CCT modulator	A549 tox	MmCpn inh	Abeta yeast res	Nrf2 inh	HepG2 tox	Nrf2 ARE act	TGFb inhibitor	Akt phos inh
c1cncc(-c2nc(-c3cccs3)cs2)c1	-4.4	-5%	-2%	-20%	?	-19%	?	0%	i
O=C1c2cc3ccccc3c(-c3ccccc3)c2C(=O)N1c1ccccn1	-0.7	-2%	-2%	0%	1%	-29%	-0.2%	-10%	i
Cc1cccc(NC(=O)/C(C#N)=C/c2cccc([N+](=O)[O-])c2)n1	-1.5	-1%	1%	-4%	?	-20%	0.0%	?	i
O=S1(=O)CCC(NC(=S)SCCOc2ccccc2)C1 (stereo not given)	-0.4	?	1%	11%	?	-40%	?	20µM*	i
Cc1ccc(S(=O)(=O)NCC(c2ccco2)N2CCc3ccccc32)cc1 (stereo not given)	-0.4	-2%	1%	-9%	-21%	-7%	2.6%	?	i
Cc1cccc(CC(=O)NC2CC(=O)N(c3ccccc3)C2)c1 (stereo not given)	.	7%	.	1%	.	4%	-0.5%	-10%	.
Cc1noc(C)c1COC(=O)Cn1c(C)nc2ccccc21	-3.9	-15%	0%	2%	-2%	-19%	-0.5%	-1%	i
COc1ccc(OC)c(CCNC(=O)CCc2nnc3ccc(N4CCCC4)nn23)c1	1.5	16%	-23%	10%	-3%	2%	-0.3%	-1%	i
CC1(C)OC(=O)C2=C(CC(CCc3ccccc3)OC2c2ccccc2)O1 (stereo not given)	0.8	.	.	-55%[inhibitor]	.	-36%	0.0%	6%	i
O=C(Nc1nc(-c2ccco2)c(-c2ccco2)s1)c1ccco1	-4.3	2%	-16%	-39%[inhibitor]	?	2%	?	6%	i
CC(C)(C)CN1CCNC(=O)C1CC(=O)NCc1cccc(-n2cccn2)c1 (stereo not given)	-2.4	-14%	4%	-2%	-6%	-12%	-0.2%	-20%	i
COc1cccc(CNC(=O)CCc2c(C)nc3c(c2C)c(=O)n(C)c(=O)n3C)c1	.	-1%	.	-9%	-2%	-2%	-0.5%	?	.
Cc1cccc(N2C(=O)SC(SC(=Nc3ccccc3)Nc3ccccc3)C2=O)c1 (stereo not given)	0.9	15%	-4%	9%	7%	5%	2.2%[9.22 µM]	-10%	i
O=C(Nn1c(C2CC2)nc2ccccc2c1=O)c1ccco1	2.1	-4%	0%	-2%	8%	9%	-0.2%	4%	i
Nc1cc(=O)[nH]c(SCC(=O)Nc2ccc(S(=O)(=O)N3CCCCC3)cc2)n1	-0.7	7%	0%	9%	-4%	0%	0.1%	19%	i
Cc1ccc(C(=O)Nc2ccc3cn[nH]c3c2)cc1S(=O)(=O)N1CCOCC1	-0.5	-23%	-3%	6%	-8%	20%	7.8%	2%	i
COc1cccc(CNC(=O)COCc2cc(-c3ccc4c(c3)OCO4)on2)c1	.	-1%	.	4%	-27%	-15%	3.2%	?	.
CC(C)C(NC(=O)c1ccco1)C(=O)NCc1ccc(C(=O)O)cc1 (stereo not given)	-2.1	-2%	-1%	-5%	4%	5%	0.2%	-1%	i
COc1cccc(CC2(CO)CCN(Cc3cnc(-c4cccc(C)c4)nc3)CC2)c1	-1.3	-9%	-6%	2%	-1%	-46%	4.5%	?	i
CN(C)/C=C/C(=O)c1cnc(-c2ccccn2)s1	-0.9	-17%	0%	4%	?	-4%	5.1%	20%	i
Cn1cccc1C(=O)C(=O)Nc1ccc(F)c(F)c1	-0.2	0%	-2%	-6%	4%	1%	5.0%	6%	i
COc1ccc(NS(=O)(=O)c2ccc(C)c(C(=O)NCC(c3ccco3)N3CCCCC3)c2)cc1 (stereo not given)	-0.4	2%	0%	-7%	6%	-14%	-0.4%	21%	i
CCn1c(O)c(/C=C2\C=Nc3ccccc32)sc1=Nc1ccccc1	-1.1	-10%	-4%	8%	9%	-11%	4.4%	0%	-89%*
COc1ccc(CCNC(=O)CN(c2ccccc2)S(C)(=O)=O)cc1	-4.2	5%	3%	-12%	3%	4%	0.1%	-1%	i
Cc1ccc(O)c(C2=Nc3ccccc3N=C(c3cccc([N+](=O)[O-])c3)C2)c1	0.5	-2%	-4%	6%	?	2%	2.3%	-26%	i

Next part; the last 7 above are carried over.
SMILES	CCT modulator	A549 tox	MmCpn inh	Abeta yeast res	Nrf2 inh	HepG2 tox	Nrf2 ARE act	TGFb inhibitor	Akt phos inh
COc1cccc(CC2(CO)CCN(Cc3cnc(-c4cccc(C)c4)nc3)CC2)c1	-1.3	-9%	-6%	2%	-1%	-46%	4.5%	?	i
CN(C)/C=C/C(=O)c1cnc(-c2ccccn2)s1	-0.9	-17%	0%	4%	?	-4%	5.1%	20%	i
Cn1cccc1C(=O)C(=O)Nc1ccc(F)c(F)c1	-0.2	0%	-2%	-6%	4%	1%	5.0%	6%	i
COc1ccc(NS(=O)(=O)c2ccc(C)c(C(=O)NCC(c3ccco3)N3CCCCC3)c2)cc1 (stereo not given)	-0.4	2%	0%	-7%	6%	-14%	-0.4%	21%	i
CCn1c(O)c(/C=C2\C=Nc3ccccc32)sc1=Nc1ccccc1	-1.1	-10%	-4%	8%	9%	-11%	4.4%	0%	-89%*
COc1ccc(CCNC(=O)CN(c2ccccc2)S(C)(=O)=O)cc1	-4.2	5%	3%	-12%	3%	4%	0.1%	-1%	i
Cc1ccc(O)c(C2=Nc3ccccc3N=C(c3cccc([N+](=O)[O-])c3)C2)c1	0.5	-2%	-4%	6%	?	2%	2.3%	-26%	i
Cc1cc2nc(-c3cc(N4CCOCC4)ccc3[N+](=O)[O-])ccn2n1	-2.7	-18%	-1%	-30%	-3%	6%	0.1%	46%[activator]	i
CC1=Nc2cc(C(=O)NCc3ccc(C)cc3)ccc2Sc2ccc(Cl)cc21	.	-1%	.	-14%	.	-16%	0.2%	-13%	.
CCCc1nc2ccc(C)cn2c1Cc1ccccc1C(F)(F)F	1.1	.	.	-14%	.	-58%	-1.1%	?	i
O=C(COC(=O)c1ccc(CO)cc1)c1ccc(S(=O)(=O)N2CCCCC2)cc1	-0.3	1%	-1%	-18%	5%	-18%	-1.0%	2%	i
CC1c2ccccc2N(S(=O)(=O)c2ccccc2)C1C (stereo not given)	-0.6	-1%	.	?	-12%	-1%	-2.7%	0%	i
CCN(CC)c1ccc(NC(=S)NC(=O)c2cccs2)cc1	-2.0	0%	-7%	26%	9%	-25%	0.3%	-16%	i
O=C(c1ccc(F)cc1)N1CCC(O)(c2cccnc2)CC1	-3.1	-6%	0%	23%	8%	3%	-0.1%	-1%	i
CCCC(NC(=O)CCl)c1ccccc1 (stereo not given)	-3.1	-18%	1%	-2%	?	-26%	?	?	i
O=C(CCN1C(=O)C2C3C=CC(C3)C2C1=O)Nc1ccccn1 (stereo not given)	-2.0	6%	.	15%	?	7%	-0.7%	0%	i
CCC(CC)C(=O)NCCCCc1ccccc1	-0.3	15%	1%	8%	0%	-17%	2.9%	-3%	i
CC(C)[C@H]1COC(NC2=N[C@@H](C(C)C)CO2)=N1	0.2	-2%	0%	-9%	0%	0%	-2.0%	-9%	i
CN(c1ccc(F)cc1)S(=O)(=O)c1ccc(Cl)c(C(=O)NCC2(N3CCOCC3)CCCCC2)c1	-0.2	-15%	.	3%	?	-3%	0.3%	?	i
CCOC(=O)c1nnn(-c2nonc2N)c1C	-3.1	0%	0%	13%	-14%	-7%	-0.4%	20%	i
CC(C)C(=O)Nc1c2c(nn1-c1ccc(F)cc1)CS(=O)(=O)C2	-0.4	6%	-10%	-6%	12%	-4%	-0.5%	0%	i
CNC(=O)NC(=O)Cn1cnc2sc(-c3ccccc3)cc2c1=O	-0.8	3%	-3%	-12%	2%	31%	2.1%	36%[activator]	i
O=C(CCCCCNC(=S)Nc1ccccc1)C[N+](=O)[O-]	-0.1	2%	-2%	1%	9%	-3%	-0.6%	-5%	i
COCC(=O)Nc1cc(C(=O)NCCc2ccccc2)ccc1Cl	0.7	-7%	2%	4%	?	1%	-0.7%	-14%	i
O=C(CCSc1nnc(-c2ccco2)o1)N1CCOCC1	1.8	6%	0%	6%	5%	-1%	4.4%	20%	i
CCOc1ccc2nc(N(CCN(CC)CC)C(=O)/C=C/c3cccs3)sc2c1	-0.4	-26%	0%	16%	-20%	-21%	2.4%	2%	i
CC(=O)c1c(N2CCOCC2)[nH]c(-c2ccccc2)nc1=S	-0.4	?	1%	30%	?	-3%	0.4%	-1%	i
COc1ccccc1-c1nnc(C2CCN(S(=O)(=O)c3ccccc3[N+](=O)[O-])CC2)o1	-1.1	4%	0%	21%	-15%	-2%	13%	-12%	i
CC(C)CCNC(=O)C(c1ccncc1)N(CC1CCCO1)C(=O)Cn1nnc(-c2ccc(F)cc2)n1 (stereo not given)	-0.9	-4%	-5%	-10%	7%	-26%	-0.2%	-29%	i
COc1ccc(OC)c(CN2CCC(C(=O)N3CCN(c4ccccc4F)CC3)CC2)c1	0.1	3%	1%	20%	-18%	-20%	0.5%[9.22 µM]	?	i

Not a hit list. Share with any hit: about 4.3%.
